SUMO Mot1 rescue = yeast Mot1-301 growth rescue at high temperature, primary screen, SUMOylation pathway inhibitor project, S. cerevisiae, ATP luminescence, 38.5C. 320,000 tested, 1% active. growth rescue, % at 18.8 µM. S. cerevisiae Mot1-301 growth rescue; percent above DMSO median, 100 means doubled;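 active means every valid replicate shows activation above 250% relative to neutral control wells; inactive means the rest, any valid replicate at or below 250%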;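 further: OY570 slx delta 5 strain wells were the positive control but not used for scaling; some compounds called inactive have numbers as strong as hits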
PKA-R1A activ = activators of PKA-R1A holoenzyme, primary screen, biochemical, fluorescence polarization, Cy5-IP20, bovine R1A, mouse PKAc; cAMP-dependent protein kinase type I-alpha regulatory subunit (Bos taurus) + …; PKA-R1A dissociation; scaled: DMSO 0%, 113 µM cGMP 100%; activation, % at 11.4 µM; 340,000 tested, 0.083% active; AID 504707, 2011;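 active means percent activation above the mean of all tested compounds plus 3 SD, cut at about 19% in these data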;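 further: higher means more PKAc released from R1A so a rise in polarization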
Tat export inh = E. coli Tat export inhibitors, primary screen, MC4100, TorA-mCherry reporter, fluorescence, single point. inhibition, % at 10 µM. 340,000 tested, 0.036% active. AID 488895, 2010;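 active means mean replicate inhibition at least 50% and at least half of replicates individually reaching 50%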;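 further: exported cargo escapes ClpAP degradation while cytoplasmic cargo is degraded and loses fluorescence; 0% = median of neutral control wells and 100% = median of NaSCN control wells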
HTR5A ag = HTR5A agonists in luminescence cell assay, primary screen, counter-screen for OPRM1-OPRD1 heterodimer agonist project, full-deck HTS; 5-hydroxytryptamine receptor 5A (Homo sapiens), P47898; activation, % at 9.3 µM; cell-based; 340,000 tested, 0.61% active; AID 504692, 2011; in the data active means activation mostly above about 9.5%, no sharp cut-off; inactive means mostly below about 7.6%;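 further: 0% = cells with vehicle only and 100% = reference agonist; strong numbers were not always called active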
AddAB inh = growth inhibition of E. coli expressing H. pylori AddAB, primary screen, AddAB inhibitor project, absorbance; inhibition, % at 11.9 µM; 330,000 tested, 0.29% active; in the data active means inhibition above about 12%;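 further: 0% = vehicle wells of infected cells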
DAGLB inh = DAGLB lipase inhibitors, primary screen, biochemical, fluorescence, HTS. HEK293T DAGLB membrane lysate, EnzChek fluorogenic substrate. inhibition, % at 5.17 µM. 340,000 tested, 0.059% active. AID 504411, 2011; in the data active means inhibition above about 34%;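 further: 0% = enzyme with vehicle and 100% = wells lacking enzyme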
E coli growth = E. coli V3065 growth inhibition, primary screen, counter-screen for AddAB inhibitor project, absorbance, OD600; 18 h; inhibition, % at 11.9 µM; 330,000 tested, 0.27% active;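 active means inhibition above the campaign's mean inhibition across all tested compounds plus 3 SD, cut at about 9.9% in these data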;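 further: uninfected addAB+ strain grown without phage in ampicillin broth; 0% = DMSO wells and 100% = ciprofloxacin 0.95 µg/ml wells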
CDK5 p35 inh = inhibitors of human CDK5/p35 kinase, primary screen, biochemical, single concentration; Recombinant CDK5/p35, ADP-Glo luminescence, 60 min; Cyclin-dependent kinase 5 (Homo sapiens) + Cyclin-dependent kinase 5 activator 1 (Homo …; 330,000 tested, 0.01% active; inhibition, % at 10 µM; AID 488839, 2010;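 active means highest replicate inhibition of at least 50% and at least 75% of replicates reaching 50%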;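 further: plate controls were DMSO neutral control for no effect and GW8510 at 10 µM for full effect; many of its hits are not listed in these tables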
Target sequence (Q00535 whole entry, looked up): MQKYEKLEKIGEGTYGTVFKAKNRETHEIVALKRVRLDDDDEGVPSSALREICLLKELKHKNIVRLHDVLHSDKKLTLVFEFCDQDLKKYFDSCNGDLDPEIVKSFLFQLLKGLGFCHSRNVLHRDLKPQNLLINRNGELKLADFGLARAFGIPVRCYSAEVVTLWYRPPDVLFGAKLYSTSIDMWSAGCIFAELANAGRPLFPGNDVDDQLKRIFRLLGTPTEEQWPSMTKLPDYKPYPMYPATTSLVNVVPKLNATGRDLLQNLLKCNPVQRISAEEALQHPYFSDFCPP
Target sequence (Q15078 whole entry, looked up): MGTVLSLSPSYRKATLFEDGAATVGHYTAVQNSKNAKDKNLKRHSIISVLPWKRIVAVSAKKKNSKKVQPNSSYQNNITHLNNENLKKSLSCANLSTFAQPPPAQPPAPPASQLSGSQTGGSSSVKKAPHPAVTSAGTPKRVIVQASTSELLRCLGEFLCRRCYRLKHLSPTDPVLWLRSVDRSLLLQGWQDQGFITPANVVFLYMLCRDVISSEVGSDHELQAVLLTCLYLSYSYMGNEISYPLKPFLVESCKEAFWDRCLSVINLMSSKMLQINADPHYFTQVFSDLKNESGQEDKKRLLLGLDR
HTR5A inv ag = HTR5A inverse agonists in luminescence cell assay, primary screen, counter-screen for OPRM1-OPRD1 heterodimer inverse agonist project, full-deck HTS; inhibition, % at 9.3 µM; HTR5A cell line, inverse agonism; 340,000 tested, 0.083% active; AID 504634, 2011; 5-hydroxytryptamine receptor 5A (Homo sapiens), P47898; in the data active means inhibition mostly above about 23%, no sharp cut-off; inactive means mostly below about 18%;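 further: 0% = cells with DMSO and 100% = no-cell wells with DMSO; some compounds called inactive have numbers as strong as hits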
phage Ecoli inh = growth loss of phage-infected E. coli, primary screen, RecBCD inhibitor project, absorbance, with phage, HTS. inhibition, % at 11.9 µM. 360,000 tested, 0.26% active; in the data active means inhibition above about 11%
PKA-R2B activ = activators of PKA-R2B holoenzyme, primary screen, biochemical, fluorescence polarization, Cy5-IP20, human; cAMP-dependent protein kinase catalytic subunit beta (Homo sapiens) + cAMP-dependent …; PKA-R2B holoenzyme dissociation; R2B truncated from residue 108, S112A mutant; 0% DMSO only, 100% 113 µM cGMP; activation, % at 11.4 µM; 340,000 tested, 0.079% active; AID 504700, 2011;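 active means activation above a cutoff set at the mean over all compounds plus 3 SD, cut at about 18% in these data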;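 further: higher means more holoenzyme dissociation and a rise in polarization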
Target sequence (P31323 whole entry, looked up, other chains not shown, the tested form may be a part): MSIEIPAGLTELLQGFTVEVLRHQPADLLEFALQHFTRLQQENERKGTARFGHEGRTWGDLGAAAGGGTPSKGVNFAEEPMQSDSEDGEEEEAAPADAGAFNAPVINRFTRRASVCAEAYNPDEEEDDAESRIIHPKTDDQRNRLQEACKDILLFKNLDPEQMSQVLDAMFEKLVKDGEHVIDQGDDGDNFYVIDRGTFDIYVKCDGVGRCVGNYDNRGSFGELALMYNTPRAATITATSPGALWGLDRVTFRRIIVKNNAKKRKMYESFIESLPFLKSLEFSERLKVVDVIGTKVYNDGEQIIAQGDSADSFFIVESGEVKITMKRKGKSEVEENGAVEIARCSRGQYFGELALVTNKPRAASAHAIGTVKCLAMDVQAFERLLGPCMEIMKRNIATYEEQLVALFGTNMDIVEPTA
Active calls of the source: *; · = not tested or not shown.

SMILES	SUMO Mot1 rescue	PKA-R1A activ	Tat export inh	HTR5A ag	AddAB inh	DAGLB inh	E coli growth	CDK5 p35 inh	HTR5A inv ag	phage Ecoli inh	PKA-R2B activ
COCCNC(=O)CN1CCC(NC(=O)Nc2ccc(C(F)(F)F)cc2)CC1	-3	-5	-2	12	-0.5	1	-1.6	1.0	-31	0.6	1
CCN1CCN(C(=O)c2nn(-c3ccc(OC)cc3)c(=O)c3c2c2ccccc2n3C)CC1	33	4	3	3	1.0	-1	1.8	-1.5	-7	2.6	-5
Cc1[nH]c2c([N+](=O)[O-])cccc2c1C	-11	-1	-2	-3	0.2	4	0.4	-0.8	10	0.5	0
CC(C)NC(=O)C(Sc1ccccc1)c1ccccc1 (stereo not given)	1	-7	-15	0	2.5	-6	-1.3	3.6	-1	3.1	-5
CCc1ccc(OCc2nnc(SCC(=O)NCc3ccco3)o2)cc1	123	-7	0	0	1.2	3	1.4	0.0	7	2.6	-5
Cc1ccc(-c2c(CC(=O)O)c(C)nc3sc4c(c23)CCCC4)cc1	12	-2	22	-1	-1.9	6	-0.4	-0.8	3	-3.5	1
N#C/C(=C\c1c[nH]c2ccccc12)C(=O)NC1CC1	-24	8	-5	1	0.1	5	0.8	0.6	-6	-1.7	5
Cc1noc(C)c1S(=O)(=O)Nc1ccc(C(=O)N2CCCCC2)cc1	-8	0	-11	1	0.9	1	0.9	0.1	1	1.5	-2
COc1ccc(C(=O)NCc2ccon2)cc1OC1CCN(C(C)C)CC1	8	0	-3	-3	-0.3	0	1.5	0.5	6	2.4	-6
Cc1ccc(S(=O)(=O)NC(C(=O)Oc2ccc3c(C)c(Cl)c(=O)oc3c2)c2ccccc2)cc1 (stereo not given)	4	-4	0	3	-0.6	3	-0.2	0.7	18	4.5	4
CCCCn1cnc2c(SCc3cccc(F)c3)nc(N)nc21	·	-8	2	-3	·	0	·	1.9	13	2.2	-4
Cc1ccccc1N1CCN(C2CCCN(C(=O)c3cc[n+]([O-])cc3)C2)CC1 (stereo not given)	-4	-10	-7	-3	0.6	-2	-0.2	1.7	-6	3.2	1
COc1ccccc1C(=O)NCCC(=O)NCCc1ccccc1	-1	-1	1	-1	-0.1	2	-0.9	2.9	3	1.3	-5
COC(=O)Cc1ccc(NC(=S)NCc2ccccc2OC)cc1	-1	6	10	0	4.2	1	1.5	-3.8	-2	2.7	-6
COc1ccccc1CCNC(=O)Nc1cccc([N+](=O)[O-])c1	-20	-6	-2	-1	0.2	-1	1.5	-2.0	1	4.9	-4

Quoted from above (2 entries):
SMILES	SUMO Mot1 rescue	PKA-R1A activ	Tat export inh	HTR5A ag	AddAB inh	DAGLB inh	E coli growth	CDK5 p35 inh	HTR5A inv ag	phage Ecoli inh	PKA-R2B activ
COC(=O)Cc1ccc(NC(=S)NCc2ccccc2OC)cc1	-1	6	10	0	4.2	1	1.5	-3.8	-2	2.7	-6
COc1ccccc1CCNC(=O)Nc1cccc([N+](=O)[O-])c1	-20	-6	-2	-1	0.2	-1	1.5	-2.0	1	4.9	-4

(more compounds)
SMILES	SUMO Mot1 rescue	PKA-R1A activ	Tat export inh	HTR5A ag	AddAB inh	DAGLB inh	E coli growth	CDK5 p35 inh	HTR5A inv ag	phage Ecoli inh	PKA-R2B activ
C/C(=C\C#N)n1nc(C)cc1N	-13	-7	-3	-2	4.0	4	0.6	5.4	6	0.2	9
CCOc1ccc(C2C(C#N)=C(N)SC(N)=C2C#N)cc1OCC	181	-6	-7	4	-3.1	-13	-2.8	-0.1	3	2.9	-10
O=C(COC(=O)Cc1ccsc1)Nc1ccccc1	32	-5	4	0	0.7	-1	-1.8	0.4	24	-1.4	1
CC(C)(C)c1ccc(-c2cc(-c3ccccc3O)[nH]n2)cc1	410	-12	8	5	5.3	-9	0.0	0.1	-15	3.8	-14
CC(C)(C)OC(=O)N[C@@H](C(=O)OC(C)(C)C)c1ccc(Br)cc1	-15	-6	7	9	1.3	-14	-0.5	-0.7	-23	3.2	-5
O=S(=O)(NCc1ccccc1)[C@@H]1CC2C=CC1C2 (stereo not given in full)	-3	-7	-1	-3	2.8	-3	-1.2	-0.8	9	2.9	-4
O=S(=O)(NC1=NCCCCC1)c1ccc(Cl)cc1Cl	-16	2	-2	1	1.3	-1	-0.3	0.0	-2	4.0	-11
CN1CCN(c2nc(Nc3ccc(O)cc3)nc3ccccc23)CC1	0	0	-1	-4	2.3	0	-0.3	-1.1	10	2.4	-12
O=C(CN1CCN(C(c2ccccc2)c2ccccc2)CC1)N1CCOCC1	26	-3	2	2	-1.5	-4	-1.4	1.6	-4	-0.2	3
O=C(Nc1nnc(CCN2CCCCC2)s1)c1ccccc1Cl	·	-1	9	2	2.8	0	0.8	-0.5	-6	-2.1	-3
OCCNc1nc2ccccc2nc1NCCO	-5	0	-2	-1	0.8	1	-1.6	-0.7	-31	-1.8	5
COc1ccc(OC)c(/C=N/NC(=O)Cn2ccnc2C)c1	1	-11	0	-3	-0.3	0	2.9	-0.5	-30	6.3	0
Cc1ccc(-c2noc(-c3ccccc3C(=O)NCc3ccco3)n2)cc1	-15	2	-13	-2	-0.6	-2	-0.4	1.5	-32	-0.1	-2
O=C(CSc1ncnc2ccccc12)NCCCO	6	-9	6	5	0.2	0	-3.9	0.6	-14	1.9	-5
Cc1noc(C)c1S(=O)(=O)NC1CCN(Cc2ccccc2)CC1	5	-3	-3	5	0.6	-1	2.8	-0.4	-6	3.7	-12
CC(C)[C@@H](C(=O)NCc1ccco1)N1C(=O)N2CCc3c([nH]c4ccccc34)[C@@]2(C)C1=O	3	-18	2	1	4.5	0	-0.3	0.7	-32	2.9	-4
O=C(O)c1ccc(-c2ccccc2)[nH]c1=O	213	-7	15	5	-2.2	2	-0.3	1.1	-15	1.2	-11
CCOc1ccc(NC(=S)N2CCCCCC2)cc1	-6	-8	0	1	0.5	0	-0.6	1.1	-4	-1.8	4
O=C(NCCCl)Nc1cc([N+](=O)[O-])ccc1Cl	6	-6	-11	-2	5.8	2	-0.2	0.3	4	3.0	-4
CNC(=O)c1nnn(Cc2ccccc2)c1NC(C)=O	-1	-11	-3	5	0.5	-2	-1.6	-0.5	-13	2.1	-3
COc1ccc(NC(=O)Nc2cccc3c2O[C@H](CN(C)C(=O)Nc2ccc(OC)cc2)[C@@H](C)CN([C@H](C)CO)C3=O)cc1	13	-3	-41	3	2.4	-1	-2.7	0.3	0	1.4	6
CCCSc1ccc([C@@H]2[C@H]3C(=O)N(C)C(=O)[C@H]3[C@]3(C(=O)OC)CCCN23)cc1OC	4	-7	-2	1	-1.7	1	0.0	0.6	-8	1.4	5
Cn1c(=O)c2c(ncn2CCOc2ccc(F)cc2)n(C)c1=O	-5	-3	-14	5	1.0	0	-0.2	-0.1	-15	2.6	-12
COc1ccc(C(=O)CSc2ccc(-c3ccc(C)cc3)nn2)cc1	-2	-11	-5	5	0.8	-7	3.7	-1.5	6	5.2	9
NC(=O)c1ccccc1NC(=O)CSc1nc2c(c(=O)[nH]1)CCCC2	1	2	5	-1	3.2	0	1.9	-0.8	3	0.3	1
CC(CCc1ccccc1)NC(=O)c1cccc([N+](=O)[O-])c1 (stereo not given)	-24	-1	7	9	2.9	0	0.6	-0.6	-15	1.0	7
Cc1ccc(OCCSc2ncnc3sc(C)c(C)c23)cc1C	20	-1	6	-2	3.0	-4	-2.3	1.9	2	2.0	6
Cc1ccc(NC(=O)COC(=O)[C@H](C)N2C(=O)C3CC=CCC3C2=O)cc1S(=O)(=O)N(C)C (stereo not given in full)	1	2	-3	-1	-0.9	-3	-1.7	0.3	14	2.6	-3
Cc1ccc(N=Nc2ccc(O)c(P(=O)(c3ccccc3)c3ccccc3)c2)cc1	119	-1	20	4	6.3	13	1.3	-6.1	13	7.1	3
CCN1CCN(C(=O)c2cccc(OC3CCN(S(=O)(=O)N(C)C)CC3)c2)CC1	-10	-12	-6	-2	0.9	2	0.4	0.9	12	2.2	5
CCOC(=O)C1=C(N)c2ccccc2CC1C(C)C (stereo not given)	-7	3	-3	-2	4.5	-4	-4.0	0.6	6	3.4	-6
CN1CC=C2C(C#N)=C(N)C(C#N)(C#N)C(Cc3ccccc3)C2C1 (stereo not given)	23	-15	1	-3	0.2	-5	-1.9	0.7	7	2.0	2
O=C(CSc1ccc(Cl)cc1)Nc1nnc(-c2cccc([N+](=O)[O-])c2)s1	-1	2	5	1	-1.3	3	-0.9	0.3	-5	2.0	-6
CCOc1ccccc1NC(=O)NS(=O)(=O)c1ccc(C)cc1	64	-4	-6	5	-0.8	1	-1.4	0.8	-15	-0.1	5
COc1ccccc1CNC(=O)COc1ccc(C)nc1[N+](=O)[O-]	41	-10	10	2	-0.2	3	1.3	-1.4	-6	1.2	-4
NC(=O)c1ccc(NC(=O)CCCNC(=O)c2ccc(Cl)cc2)cc1	3	8	-6	2	0.4	2	1.1	-0.1	-6	0.1	-5
Cc1ccc2[nH]c(=O)c(COC(=O)c3cccs3)cc2c1	6	0	2	-3	4.2	-2	0.5	-1.3	-1	2.1	-1
O=S(=O)(Nc1ccc2c3c(cccc13)CC2)c1ccc(F)cc1	58	-1	10	4	1.6	-2	-0.5	0.8	-2	3.7	-7
O=C(c1ccc(F)cc1)N1CCCC(C(=O)N2CCN(c3ccccc3)CC2)C1 (stereo not given)	-7	-4	4	-3	-0.1	-1	0.1	1.1	-3	1.9	-1
O=S(=O)(NCc1ccc(Cl)cc1)c1cccc2cccnc12	1	-15	3	-4	1.9	-2	0.7	0.8	19	-2.5	-8
N#CC1(NC(=O)CSc2n[nH]c(-c3ccccc3)n2)CCCCC1	9	-2	-10	-1	-1.4	-3	-0.3	-1.2	4	-3.3	1
O=C(c1ccc(NS(=O)(=O)c2ccc(Cl)cc2)cc1)N1CCOCC1	-6	-5	11	-1	0.6	2	-0.8	-0.8	-26	0.6	-7
CC(C)n1c2ccccc2c2nnc(SCC(=O)Nc3ccccc3C(=O)O)nc21	231	-6	-1	-1	4.6	5	-0.3	0.1	2	3.2	-2
CCOC(=O)C1(CC2CCCCO2)CCN(Cc2nccn2-c2cccc(C)c2)CC1 (stereo not given)	-3	10	4	4	-1.4	-3	-2.5	0.7	6	1.6	5
CSc1ccc(/C=C(/NC(=O)c2ccc(C)cc2)C(=O)Nc2cccc(C)c2)cc1	-1	-1	-7	3	0.4	-1	1.4	0.9	-7	2.0	-1
CCOC(=O)C1(CC2CCCCO2)CCN(S(=O)(=O)c2c(C)nn(C)c2C)CC1 (stereo not given)	9	3	1	1	-2.6	0	1.0	-1.2	-21	1.0	2
CC(NC(=O)c1cccc2ccccc12)c1ccc2c(c1)CCCC2 (stereo not given)	11	2	5	0	2.0	-12	-1.9	-0.3	-1	-1.6	1
